# SKN-1 inh – C. elegans SKN-1 inhibition; C. elegans VP596 Pgst-4::GFP/RFP ratio, acrylamide-induced, 24 h; inhibition, % at 21.8 µM; actives 0.49% (n = 360,000); AID 624304;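 active means interference check ratio from 0.5 to 1.5 plus GFP to RFP signal ratio inhibition reaching or exceeding a fixed threshold, cut at about 30% in these data, passing the limit was not always enough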; further: some compounds called inactive have numbers as strong as hits
# CendR NRP1 mod – NRP-1/CendR interaction modulation. O14786. FAM-RPARPAR peptide binding to NRP-1, fluorescence polarization. inhibition, % at 25 µM. actives 0.85% (n = 360,000);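 active means inhibition or corrected inhibition above about 18%, plus a signal ratio from 0.5 to 1.5, limit read from the data, passing the limit was not always enough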; further: strong numbers were not always called active
# MT1-MMP act inh – blocks activation of human MT1-MMP; HT1080 RFP-PRO-GFP cells, GFP/RFP ratio fluorescence, overnight; percent of plate control window, DMSO zero; GFP/RFP ratio change, % at 20 µM; AID 651647; actives 0.061% (n = 360,000);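 active means GFP/RFP ratio change of at least 30% with cell ATP level not reduced by more than half and red fluorescence within 50% of control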; further: strong numbers were not always called active
#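 Assay system – RFP-PRO-GFP reporter HT1080 cells · Compound dosing – single dose of 20 µM compound, 1% DMSO final · Incubation – overnight compound exposure at 37 °C · Measure – GFP/RFP fluorescence ratio · Benchmarks – DMSO wells and RFP-L50D-GFP cells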
# E coli Lon inh – E. coli protease La inhibition | inhibition, % at 7.94 µM | actives 0.42% (n = 360,000) | AID 602123 | purified E. coli Lon protease, fluorescence polarization; in the data active means inhibition above about 13%, passing the limit was not always enough;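 further: 0% = enzyme with probe and DMSO and 100% = no enzyme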
# Target sequence (P0A9M0 whole entry, looked up): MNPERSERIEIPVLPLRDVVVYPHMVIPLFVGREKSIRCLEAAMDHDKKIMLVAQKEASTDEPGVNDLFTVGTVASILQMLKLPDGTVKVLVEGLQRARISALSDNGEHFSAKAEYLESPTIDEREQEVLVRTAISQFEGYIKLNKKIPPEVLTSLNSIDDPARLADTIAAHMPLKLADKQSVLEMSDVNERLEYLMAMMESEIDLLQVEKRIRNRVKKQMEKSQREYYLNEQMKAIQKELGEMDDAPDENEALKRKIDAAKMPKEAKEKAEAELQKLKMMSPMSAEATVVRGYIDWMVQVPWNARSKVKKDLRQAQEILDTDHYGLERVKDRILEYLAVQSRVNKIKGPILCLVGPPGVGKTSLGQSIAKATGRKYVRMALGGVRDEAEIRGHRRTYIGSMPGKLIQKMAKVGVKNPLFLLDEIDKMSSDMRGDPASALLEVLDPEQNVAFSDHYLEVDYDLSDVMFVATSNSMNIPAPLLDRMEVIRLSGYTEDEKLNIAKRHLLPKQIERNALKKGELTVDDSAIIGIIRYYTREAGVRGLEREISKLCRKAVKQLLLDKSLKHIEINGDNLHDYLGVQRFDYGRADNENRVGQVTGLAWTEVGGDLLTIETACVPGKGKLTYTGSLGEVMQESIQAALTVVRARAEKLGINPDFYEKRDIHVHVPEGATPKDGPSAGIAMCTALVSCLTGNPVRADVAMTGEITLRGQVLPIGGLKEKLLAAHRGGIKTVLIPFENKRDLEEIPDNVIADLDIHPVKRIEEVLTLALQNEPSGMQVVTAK
# Neddyl block – blocks human cullin neddylation | P61081+Q13564 | TR-FRET cullin neddylation, biochemical | calls only at 25 µM | actives 0.58% (n = 360,000) | AID 651699; in the data active means inhibition above about 36%
# FAS-TE inh – inhibitors of human fatty acid synthase thioesterase domain; P49327; recombinant FAS-TE, OMFH fluorogenic substrate, fluorescence endpoint; inhibition, % at 15 µM; actives 0.67% (n = 360,000); AID 602261;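 active means compounds whose normalised, plate-corrected inhibition of enzyme fluorescence in the single-dose primary screen is 50% or more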;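 further: 0% = DMSO with enzyme and 100% = substrate without enzyme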
# MsrA inhibitor – inhibitors of bovine MsrA; purified bovine MsrA, absorbance read-out; actives 0.75% (n = 360,000); inhibition, % at 15.5 µM; AID 651718; in the data active means inhibition above about 4.5%;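 further: 0% = vehicle wells with enzyme and 100% = reference inhibitor wells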
# Rin1-Abl PPI inh – human Rin1-Abl interaction inhibition; TR-FRET Rin1/Abl binding, biochemical; inhibition, % at 7.35 µM; actives 0.4% (n = 360,000); in the data active means inhibition above about 5%, passing the limit was not always enough
# bovine MsrA act – activators of bovine methionine sulfoxide reductase A; purified bovine MsrA, absorbance read-out; activation, % at 10.6 µM; actives 0.3% (n = 360,000); AID 602163; in the data active means activation above about 7.5%;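 further: 0% = vehicle and 100% = reference activator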
# Numbers without * were called inactive; i = inactive; . = no result given; + = active, no number.
SMILES,SKN-1 inh,CendR NRP1 mod,MT1-MMP act inh,E coli Lon inh,Neddyl block,FAS-TE inh,MsrA inhibitor,Rin1-Abl PPI inh,bovine MsrA act
CN1C[C@@H](CO)O[C@@H](n2cnc3c(N4CCN(CCO)CC4)ncnc32)C1,1,18,1,1,i,-8,-0.4,-6,-2
CCOC(=O)c1cc2cc3ccccc3cc2[nH]1,40*,-1,-1,8,+,3,0.3,0,0
O=C(Nc1ccccc1)/C(=C\c1ccccc1)NC(=O)c1ccco1,-13,7,0,-1,i,-2,-0.2,-2,-4
CCC(C(=O)NC1CCCCCC1)n1nc(C)c2c(C)n(-c3ccccc3)nc2c1=O (configuration not stated),13,-3,0,4,i,7,-0.8,-2,0
COc1ccc(S(=O)(=O)N2CCCC(C(=O)Nc3cccc(C(C)=O)c3)C2)cc1 (configuration not stated),18,5,-10,7,i,7,1.9,0,-9
CC(=O)c1ccc(-c2c(C)cc3oc(=O)cc(-c4ccccc4)c3c2C)cc1,9,-6,2,-2,i,25,1.8,0,-4
COc1cccc(C2CC(c3c(-c4ccccc4)c4cc(Cl)ccc4[nH]c3=O)=NN2S(C)(=O)=O)c1OC (configuration not stated),3,-109,-10,-11,i,5,0.8,0,-9
O=C(COC(=O)c1cccnc1Cl)NCCc1ccccc1,12,4,-5,4,i,-4,0.0,1,-3
COc1ccc(CCC(=O)OCC(=O)c2ccc(C)cc2)cc1,3,-8,7,-5,i,16,-0.5,-1,-2
COc1cccc(/C(C)=N/NC(=O)Cc2c(C)[nH][nH]c2=O)c1,1,16,-2,-7,i,-10,1.6,2,-5
CCOC(=O)C1=C(C)NC(=O)CC1c1cc2c(cc1Br)OCO2 (configuration not stated),15,9,1,5,i,0,1.2,0,1
CCCc1nc2oc3c(NCCN4CCOCC4)ncnc3c2c2c1CCCC2,-1,-1,7,-1,i,2,0.1,1,5
COC(=O)CSc1cc(C)nc(NC(C)=O)n1,-7,1,14,-4,i,-8,-1.1,-3,-3
COc1cccc(NC(=O)N2CCC(NC(=O)C(Cc3ccccc3F)NC(C)=O)CC2)c1 (configuration not stated),12,12,2,-4,i,-4,0.1,-1,-3
Cc1cccc(C)c1NC(=O)Cn1nc(-c2ccc(Cl)s2)ccc1=O,-19,-4,0,-8,i,14,-0.1,1,-14
O=S(=O)(NCc1ccc(Cl)cc1)NCc1ccc(Cl)cc1,-33,5,-1,1,i,-1,1.6,-3,-4
CN(Cc1cnn(C)c1)C(=O)C1CCC(=O)N(Cc2cccc(C(F)(F)F)c2)C1 (configuration not stated),-4,9,-1,2,i,-3,0.3,-4,0
CC1(C)NC(=O)N(CC(O)COc2cc3ccccc3cc2C(=O)N2CCCCC2)C1=O (configuration not stated),18,14,1,-1,i,-8,-1.0,1,-11
COc1ccccc1/C=C/C=N/n1c(-c2cc(-c3ccccc3)n[nH]2)n[nH]c1=S,2,-4,7,-3,i,19,1.9,0,0
CC(=O)c1c(C)[nH]c(C(=O)OCC(=O)Nc2cccc(S(=O)(=O)N3CCCC3)c2)c1C,4,1,13,4,i,0,-0.1,2,-7
Cc1cc(C)n(CC(=O)n2c3c(c4ccccc42)CCCC3)n1,-6,-4,-8,0,i,-1,-0.7,-6,-9
Cc1cccc(C(=O)OCC(=O)Nc2ccccc2C(=O)NC2CC2)c1,-15,14,.,8,i,1,-0.1,6,-12
Cc1noc(C)c1CSc1nnc(-c2ccccc2F)n1CCc1ccccc1,20,-8,1,-7,i,-4,1.9,-2,-2
COc1ccccc1NC(=O)C(C)OC(=O)c1cc2ccccc2[nH]1 (configuration not stated),6,3,-3,0,i,16,-0.7,4,-2
COc1ccc(S(=O)(=O)N2CCCCCC2)cc1NC(=O)CC1OC(=O)c2ccccc21 (configuration not stated),16,-33,1,-3,i,-1,-0.9,2,2
COc1ccc(CCCNC(=O)C2(C)Cc3c(-c4ccc(NC(C)=O)cc4)ccnc3O2)cc1 (configuration not stated),10,-27,-4,11,i,1,0.1,0,-3
Cc1cc(C)n(Cc2cccc(C(=O)N/N=C/c3cccnc3)c2)n1,11,-3,-7,0,i,-4,0.7,-4,0
Cc1cccc(C)c1NC(=O)COC(=O)COc1ccc2c(C)cc(=O)oc2c1,-5,-4,10,-2,i,-6,-0.1,6,-8
Cc1cc(C)cc(NC(=O)COC(=O)c2cccc(S(=O)(=O)N3CCCCC3)c2)c1,6,4,4,-11,i,28,2.4,2,-2
CCc1ccc(OCC(O)CNC(C)(C)C)cc1 (configuration not stated),7,6,10,6,i,-5,0.6,-1,-1
CCn1c(CC(=O)Nc2ccccc2F)nnc1SCC(=O)N1CCOCC1,-2,7,-3,-11,i,-2,0.0,3,0
O=C(NCc1cccc(Cl)c1)c1ccc2c(c1)OCO2,12,-11,1,-7,i,0,-1.0,-1,-2
S=C(NCc1ccccc1)NCc1ccco1,-7,-19,-12,5,i,-5,2.3,4,-8
CCOC(=O)c1c(NC(=O)CN(C)C)sc(C(=O)N(CC)CC)c1C,-13,7,-2,-4,i,-5,-0.5,2,-4
COC(=O)C1=C(C)NC(=O)NC1c1ccc([N+](=O)[O-])o1 (configuration not stated),17,-2,-10,2,i,-17,1.3,0,-4
Cc1cc(C)c2c(CN3CCN(Cc4ccccc4)CC3)cc(=O)oc2c1,-6,1,3,2,i,8,1.0,2,-1
Cc1cc(C)c(S(=O)(=O)N2CCOC23CCN(S(C)(=O)=O)CC3)c(C)c1,0,1,2,-6,i,0,0.7,0,-2
Nc1ccccc1C(=O)NCc1ccc(Cl)cc1,11,-2,4,-6,.,-9,-0.4,4,-10
O=C(NC1CCCC1)C(c1ccncc1)N(Cc1ccccc1)C(=O)Cc1cccs1 (configuration not stated),2,-2,-2,2,i,-2,1.1,2,-5
COc1ccc(CNC(=O)C2CCN(S(=O)(=O)c3c(C)noc3/C=C/N(C)C)CC2)cc1,-2,-1,-9,-61,i,-1,.,1,0
CCc1ccc(OCC(=O)N(C)CCC#N)c(Br)c1,-2,-4,-1,-5,i,-5,-0.2,0,-14
COc1ccccc1NC(=S)Nc1cccc(F)c1,-13,-7,5,-3,i,-4,-0.4,1,-2
Cc1cscn1,-2,-11,3,18,i,-5,1.0,3,-6
COc1ccccc1-c1cc(C(F)(F)F)nc(S(=O)(=O)CCCC(=O)N2CCCCC2C)n1 (configuration not stated),-9,1,-15,1,i,23,0.6,-2,-2
Cc1ccc(N2CCN(C(=O)C3CCC(=O)N(Cc4ccc(Cl)cc4)C3)CC2)c(C)c1 (configuration not stated),7,0,7,-9,i,10,-0.8,0,-4
Cc1cc(Br)cn2c(Cc3cccc(F)c3)c(C3CCCCC3)nc12,15,-4,-8,-5,i,18,-0.2,-1,0
CCOC(=O)[C@]12CCC=C1N(Cc1ccc3c(c1)OCO3)C(=O)[C@H](CC(=O)NCc1cccs1)C2,-14,-4,2,1,i,1,0.1,.,-3
COc1ccc(S(=O)(=O)N2CCN(C(=O)COc3ccc(C)c(C)c3)CC2)cc1OC,5,1,-5,-4,i,4,0.4,0,-5
Cc1nn(C)cc1S(=O)(=O)N1CCN(c2cccc(Cl)c2)CC1,7,5,3,0,i,5,0.7,1,-1
COc1ccc(Br)cc1CN(C)C(=O)Cc1ccc(OC)c(S(=O)(=O)N2CCOCC2)c1,-7,-6,1,-6,i,-5,0.2,3,-5
Cc1cc2nccnc2cc1C,9,0,-2,-16,i,-5,-0.1,-1,-3
COc1ccc(CCN(C)C2CCCN(S(=O)(=O)N(C)C)C2)cc1OC (configuration not stated),-12,0,-1,14,i,-4,-0.1,1,-5
CN(C)c1ccc(-c2ccnc3c2CC(C)(C(=O)NCCC(F)(F)F)O3)cc1 (configuration not stated),-4,-18,3,8,.,0,0.2,-2,-4
COC(=O)CSc1ccc2nnc(-c3ccc(OC)c(OC)c3)n2n1,-4,-4,0,-5,i,-4,0.2,-2,-3
Cc1cc(N)n(-c2ccccn2)n1,-10,4,0,9,i,-6,1.5,-1,-2
COc1ccc(S(=O)(=O)c2snnc2C)cc1,-6,-3,-1,0,i,-1,1.4,-2,-4
CCOC(=O)c1c(NC(=O)C2C3C=CC(CC3)C2C(=O)O)sc(C)c1CC (configuration not stated),13,5,-3,6,i,-7,-0.2,-4,-5
C#CCn1cccc(C(=O)Nc2ccc(OC)cc2)c1=O,9,0,2,-11,i,-6,3.7,4,-4
Cc1cc(C)n2nc(CC(=O)NNC(=O)COc3cccc(C)c3C)nc2n1,1,-1,1,5,i,-4,-0.1,-2,-2
Cc1cc(C)c(S(=O)(=O)NCCc2ccncc2)c(C)c1,2,7,0,-5,i,-5,0.3,0,-2
O=C(Cn1cnc2c(cnn2-c2ccccc2)c1=O)NCCc1ccccc1,-9,9,7,-11,i,-7,0.0,1,0
COC(=O)N/N=C/c1ccc(-c2ccccc2Cl)o1,27,12,3,8,i,0,3.2,-2,-6
CC(=O)C1(O)C(C)CC2C3CC=C4CC(O)CCC4(C)C3CCC21C (configuration not stated),14,6,-1,-4,i,-7,-0.1,-4,-2

# Structures from the list above that have fluorine (8):
SMILES,SKN-1 inh,CendR NRP1 mod,MT1-MMP act inh,E coli Lon inh,Neddyl block,FAS-TE inh,MsrA inhibitor,Rin1-Abl PPI inh,bovine MsrA act
COc1cccc(NC(=O)N2CCC(NC(=O)C(Cc3ccccc3F)NC(C)=O)CC2)c1 (configuration not stated),12,12,2,-4,i,-4,0.1,-1,-3
CN(Cc1cnn(C)c1)C(=O)C1CCC(=O)N(Cc2cccc(C(F)(F)F)c2)C1 (configuration not stated),-4,9,-1,2,i,-3,0.3,-4,0
Cc1noc(C)c1CSc1nnc(-c2ccccc2F)n1CCc1ccccc1,20,-8,1,-7,i,-4,1.9,-2,-2
CCn1c(CC(=O)Nc2ccccc2F)nnc1SCC(=O)N1CCOCC1,-2,7,-3,-11,i,-2,0.0,3,0
COc1ccccc1NC(=S)Nc1cccc(F)c1,-13,-7,5,-3,i,-4,-0.4,1,-2
COc1ccccc1-c1cc(C(F)(F)F)nc(S(=O)(=O)CCCC(=O)N2CCCCC2C)n1 (configuration not stated),-9,1,-15,1,i,23,0.6,-2,-2
Cc1cc(Br)cn2c(Cc3cccc(F)c3)c(C3CCCCC3)nc12,15,-4,-8,-5,i,18,-0.2,-1,0
CN(C)c1ccc(-c2ccnc3c2CC(C)(C(=O)NCCC(F)(F)F)O3)cc1 (configuration not stated),-4,-18,3,8,.,0,0.2,-2,-4

# Not a retest: an excerpt of the list.
SMILES,SKN-1 inh,CendR NRP1 mod,MT1-MMP act inh,E coli Lon inh,Neddyl block,FAS-TE inh,MsrA inhibitor,Rin1-Abl PPI inh,bovine MsrA act
COC(=O)N/N=C/c1ccc(-c2ccccc2Cl)o1,27,12,3,8,i,0,3.2,-2,-6
CC(=O)C1(O)C(C)CC2C3CC=C4CC(O)CCC4(C)C3CCC21C (configuration not stated),14,6,-1,-4,i,-7,-0.1,-4,-2

# Bioassay records deposited in PubChem BioAssay by several laboratories.
